Screening results (PubChem BioAssay)
Nrf2 block: blocks Nrf2 signaling | A549 ARE-Fluc reporter, luciferase luminescence, 18-24 h | Potency, µM (titrated, usually from 46 µM), inactives show at the highest dose activity change, negative = inhibition, hits mostly inhibitors | 2.1% of 360,000 active; also: % is scaled to controls: 0 for no effect and ±100 for the full control effect; nearly all actives have a fitted effect of over 60% in size
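A549 ARE_Fluc cells, 5000/well, 5% FBS OPTI-MEM; compounds in dose-response, 18-24 h at 37 °C/5% CO2; CellTiter-Fluor viability read (Ex 405/Em 525), then BugLite luciferase luminescence = Nrf2 activity.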
HepG2 tox: HepG2 cytotoxicity, counter-screen for TGF-b inhibitors | HepG2 CAGA-GFP viability, ATP luminescence, 18 h | Potency, µM (top dose mostly 46.1 µM), without a hit: top-dose activity change, negative = cytotoxicity, usual class: cytotoxic | 0.76% of 410,000 active | AID 588856; also: some results filed as inactive show a strong effect at the top dose
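CellTiter-Glo luminescence gave cytotoxicity after 18 hours at 37 degrees C. The cells were HepG2 CAGA-GFP in 1% FBS DMEM, stimulated with 500 pg/mL TGF-beta after compound addition. %Activity was normalised to no-cell wells (complete cell-killing) and DMSO (no toxicity), and curves were fitted and classified.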
MCF10A rereplic: inducers of DNA re-replication in MCF 10A breast cells | MCF 10A DNA re-replication, Hoechst nuclear intensity, 48 h | Potency, µM (series often up to 46.1 µM), for inactives: at the top dose activity, positive = re-replication, hits mostly activators | 2.9% of 350,000 active; also: % of control where 0% means no effect; nearly all actives have a fitted effect of over 50% in size
S2 tox: reduces viability in counter-screen for ATXN expression inhibitors. S2 cells (HEK-293 line with an ATXN2-luciferase reporter) viability, CellTiter-Fluor protease fluorescence, 24 h. Potency, µM (highest dose often 56.7 µM), actives largely listed as cytotoxic. 0.49% of 400,000 active. AID 651635; also: nearly all actives have a fitted effect of over 40% in size
TGFb SMAD3 inh: TGF-b pathway inhibition; HepG2 CAGA-GFP TGF-b/SMAD3 reporter, GFP fluorescence, 18 h; TGF-beta stimulated, 500 pg/mL final; Potency, µM (titrated, usually from 46.1 µM), for the others: at the top dose activity, negative = inhibition, usual class: inhibitors; 1.2% of 410,000 active; also: % is scaled to controls: 0 for no effect and ±100 for the full control effect; nearly all actives have a fitted effect of over 65% in size
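Inhibition was scored as loss of TGF-beta-induced (500 pg/mL final, 18 hours, 37 degrees C) GFP in HEPG2 cells carrying a CAGA-GFP reporter, in DMEM with 1% FBS. Well GFP was summed per cell; Activity was normalised to unstimulated and stimulated DMSO wells, then concentration-response fitting.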
Nrf2 activator: activators of Nrf2 (ARE) signaling. Potency, µM (highest dose often 46.1 µM), inactives show at the top dose activation, hits mostly activators. AREc32 ARE-luciferase reporter (MCF7-derived line), luminescence, 24 h. 0.31% of 410,000 active; also: % of control where 0% means no effect; nearly all actives have a fitted effect of over 65% in size
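Luminescent ARE reporter assay in AREc32_Fluc cells: overnight plating at 37 deg C, 24 hr compound incubation, Steady-Glo added, 30 min RT before reading.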
ATXN2 expr inh: inhibitors of ATXN2 expression. 0.72% of 360,000 active. HEK-293 ATXN2-luciferase reporter, luminescence, 24 h. Potency, µM (top dose mostly 57 µM), inactives show top-dose activity change, negative = inhibition, actives largely listed as inhibitors; also: % is scaled to controls: 0 for no effect and ±100 for the full control effect; nearly all actives have a fitted effect of over 55% in size
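qHTS (up to 57 uM final) was run with 24 h compound exposure of reporter cells at 37 °C. Each well was multiplexed: SteadyGlo luminescence measured ATXN2-luciferase expression after a fluorogenic Gly-Phe-AFC viability readout (25 uM final).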
A549 viability: kills or reduces viability of A549 cells in Nrf2 counter-screen; Potency, µM (titrated, usually from 46 µM), for inactives: at the top dose activity change, negative = cytotoxicity, usual class: inhibitors; 0.16% of 390,000 active; A549 ARE-Fluc cells, CellTiter-Fluor viability, 18-24 h; AID 504648; also: % is scaled to controls: 0 for no effect and ±100 for the full control effect
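A549 ARE-Fluc cells in 5% FBS OPTI-MEM, 5000 cells/well, rested 2 h then exposed to compounds in concentration-response for 18-24 h at 37 °C. Viability by CellTiter-Fluor fluorescence (Ex 405/Em 525) after 30 min; luciferase luminescence (BugLite, 15 min, RT) read afterwards.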
EPAC2 antag: blocks human EPAC2 exchange factor | Potency, µM (titrated, usually from 114 µM), without a hit: top-dose activity, negative = inhibition, most hits filed as inhibitors | EPAC2 GEF exchange of Rap1B-BODIPY-GDP, fluorescence | 0.18% of 360,000 active | AID 720708; also: % is scaled to controls: 0 for no effect and ±100 for the full control effect; nearly all actives have a fitted effect of over 45% in size; many of its hits are not listed in these tables
Target sequence (Q8WZA2 whole entry, looked up): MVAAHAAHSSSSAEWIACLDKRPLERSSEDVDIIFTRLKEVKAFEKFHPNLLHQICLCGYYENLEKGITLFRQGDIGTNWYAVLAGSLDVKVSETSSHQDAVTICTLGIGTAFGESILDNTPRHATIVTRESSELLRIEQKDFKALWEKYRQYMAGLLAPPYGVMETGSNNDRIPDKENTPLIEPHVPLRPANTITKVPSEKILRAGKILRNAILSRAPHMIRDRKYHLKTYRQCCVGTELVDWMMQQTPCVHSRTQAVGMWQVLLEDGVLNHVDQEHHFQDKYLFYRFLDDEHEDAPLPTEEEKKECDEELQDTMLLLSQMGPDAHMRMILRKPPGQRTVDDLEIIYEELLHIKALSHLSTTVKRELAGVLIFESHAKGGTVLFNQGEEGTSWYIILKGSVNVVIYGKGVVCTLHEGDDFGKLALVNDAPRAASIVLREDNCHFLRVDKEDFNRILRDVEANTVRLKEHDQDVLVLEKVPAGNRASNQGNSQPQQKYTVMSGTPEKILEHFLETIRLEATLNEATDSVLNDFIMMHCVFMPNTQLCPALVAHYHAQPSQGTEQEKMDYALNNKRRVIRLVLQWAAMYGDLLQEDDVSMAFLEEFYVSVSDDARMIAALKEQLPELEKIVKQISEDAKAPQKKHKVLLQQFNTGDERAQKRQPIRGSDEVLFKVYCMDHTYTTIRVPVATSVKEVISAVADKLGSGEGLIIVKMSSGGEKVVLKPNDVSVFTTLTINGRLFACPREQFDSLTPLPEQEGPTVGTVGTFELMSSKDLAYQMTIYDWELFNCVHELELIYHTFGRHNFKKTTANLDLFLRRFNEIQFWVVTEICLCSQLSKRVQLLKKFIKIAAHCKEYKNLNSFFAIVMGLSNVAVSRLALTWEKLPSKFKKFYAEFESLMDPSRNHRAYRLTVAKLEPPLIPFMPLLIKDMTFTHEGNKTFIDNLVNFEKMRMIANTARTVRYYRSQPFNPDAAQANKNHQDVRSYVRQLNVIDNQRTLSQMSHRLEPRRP
Numbers without * were called inactive; i = inactive; ? = inconclusive; / = not tested or not shown; [ ] = remark or other dose. Calls follow the shape of the dose curve; as a rule, active = well fitted curve in the direction sought with a large enough effect; inconclusive = small, poorly fitted or top-dose-only effect, or another doubt; inactive = no such curve, though single readings can be large; an effect the other way counts as inactive or inconclusive. Potency is read from the fitted curve at half-maximal effect.

Abbreviations: A = Nrf2 block; B = HepG2 tox; C = MCF10A rereplic; D = S2 tox; E = TGFb SMAD3 inh; F = Nrf2 activator; G = ATXN2 expr inh; H = A549 viability; I = EPAC2 antag
O=C1CCC(C(=O)N2CCCCCCC2)CN1Cc1cccc(C(F)(F)F)c1 (configuration not stated)
  A = 2%; B = 0%; C = ?; D = i; E = -5%; F = -0.2%; G = 1%; H = 1%; I = -1%

NC[C@H](Cc1ccccc1)NCCCCC1CCCCC1
  A = ?; B = -18%; C = 12%; D = i; E = -10%; F = 2.9%; G = -12%; H = 3%; I = 7%

Cc1ccn2c(Nc3ccc4c(c3)OCO4)c(-c3ccc(C)o3)nc2c1
  A = -5%; B = -43%; C = /; D = ?; E = ?; F = 21%; G = -16%; H = 3%; I = /

C/C(CCc1ccc2c(c1)OCO2)=N\N=C(/N)SC1CC(=O)N(c2ccccc2F)C1=O (configuration not stated)
  A = /; B = -1%; C = 0%; D = i; E = -20%; F = 0.2%; G = -7%; H = -2%; I = -1%

O=c1[nH]c(/C=C2\C=Nc3ccccc32)c(O)n1Cc1ccccc1F
  A = ?; B = -16%; C = 2%; D = i; E = -15%; F = 11%; G = -1%; H = -5%; I = -17%

CC1Sc2ccc(S(=O)(=O)NCc3ccccc3)cc2NC1=O (configuration not stated)
  A = -11%; B = -5%; C = -1%; D = i; E = -20%; F = 0.4%; G = -20%; H = 1%; I = 15%

N=c1n(CC(=O)c2ccc(Br)s2)c2ccccc2n1Cc1ccccc1
  A = 0%; B = -122%; C = ?; D = ?; E = ?; F = -4.6%; G = /; H = -3%; I = -2%

Cc1ccc(NC(=O)c2cnc(N3CCCCC3)c3ccccc23)cc1Cl
  A = /; B = -30%; C = /; D = /; E = -27%; F = 1.4%; G = /; H = 0%; I = /

Cc1nc(C(=O)O)cc([N+](=O)[O-])c1C
  A = /; B = -3%; C = /; D = i; E = -1%; F = ?; G = /; H = /; I = 2%

O=C(Nc1ccc(S(=O)(=O)N2CCOCC2)cc1)c1cc(S(=O)(=O)N2CCOCC2)ccc1Cl
  A = ?; B = 3%; C = ?; D = i; E = -11%; F = 0.1%; G = -12%; H = 1%; I = -6%

O=C(COc1ccccc1O)NCCN1CCOCC1
  A = -7%; B = -5%; C = -4%; D = i; E = -3%; F = 3.6%; G = 10%; H = 1%; I = -8%

Cc1ccc(C(=O)NCC(c2ccc(Cl)cc2)N2CCCCC2)cc1 (configuration not stated)
  A = -13%; B = -30%; C = /; D = ?; E = 0%; F = -0.1%; G = -24%; H = -6%; I = /

OC[C@@H]1CN(Cc2ccc(-c3ccccc3)cc2)C[C@H](n2cnc3c(NCc4ccncc4)ncnc32)O1
  A = /; B = -23%; C = /; D = ?; E = ?; F = -1.0%; G = 0%; H = /; I = 7%

COc1cc(/C=N/NC(=O)c2ccccc2O)ccc1OC(=O)CC1SC(=O)NC1=O (configuration not stated)
  A = 5%; B = -16%; C = -4%; D = i; E = -10%; F = 0.1%; G = /; H = 6%; I = 19%

O=C(NCCCn1ccnc1)c1ccc(S(=O)(=O)N2CCCCCC2)cc1
  A = /; B = -15%; C = -3%; D = i; E = 3%; F = 0.3%; G = -1%; H = 6%; I = -29%

Cc1ccc(CNC(=O)c2ccc(N3CCC4(CC3)CC(c3ccccc3)=NO4)c([N+](=O)[O-])c2)cc1
  A = -15%; B = -28%; C = 2%; D = i; E = -2%; F = 2.8%; G = -15%; H = 3%; I = 0%

COC(=O)CN(c1ccc2c(c1)OCCO2)S(=O)(=O)c1ccccc1
  A = /; B = 18%; C = 0%; D = i; E = 0%; F = -0.7%; G = -8%; H = 14%; I = 11%

COc1ccccc1NC(=O)NCCc1c[nH]c2ccccc12
  A = -3%; B = 4%; C = 2%; D = i; E = ?; F = -0.4%; G = /; H = -5%; I = -6%

CC1=C(C(=O)N2CCCCCC2)CC(CC(=O)NCCN2CCOCC2)C(=O)N1Cc1ccccc1 (configuration not stated)
  A = /; B = 0%; C = /; D = ?; E = ?; F = -0.6%; G = -6%; H = /; I = 2%

S=c1[nH]nc(-c2ccccc2)n1Cc1ccccc1
  A = 3%; B = 7%; C = 0%; D = i; E = -7%; F = -0.6%; G = -2%; H = 1%; I = 16%

COc1cc(/C=N/NC(N)=S)ccc1OCC(=O)Nc1ccc(C)c(C)c1
  A = -9%; B = -57%; C = 15µM*; D = ?; E = ?; F = 3.9%; G = ?; H = 4%; I = 20%

CC(C)CNC(=O)COC(=O)/C=C/c1ccccc1[N+](=O)[O-]
  A = 21%; B = -2%; C = ?; D = i; E = -1%; F = 8.1%; G = 4%; H = 1%; I = 1%

O=C(NCc1cccc(C(F)(F)F)c1)c1[nH]c(C(F)(F)F)nc1-c1ccccc1
  A = /; B = -43%; C = /; D = ?; E = ?; F = -0.2%; G = ?; H = /; I = -27%

O=C(CC1(O)C(=O)N(C/C=C/c2ccccc2)c2ccccc21)c1ccccn1 (configuration not stated)
  A = /; B = 0%; C = ?; D = i; E = ?; F = -0.9%; G = -25%; H = 12%; I = -5%

CC1(C(=O)Nc2ccc3c(c2)OCO3)CCN1C(=O)CC1CC1 (configuration not stated)
  A = /; B = -4%; C = /; D = i; E = -10%; F = 0.3%; G = 7%; H = /; I = 10%

Taken from above.
Value of `OC[C@@H]1CN(Cc2ccc(-c3ccccc3)cc2)C[C@H](n2cnc3c(NCc4ccncc4)ncnc32)O1` under EPAC2 antag: 7%
Value of `O=C(CC1(O)C(=O)N(C/C=C/c2ccccc2)c2ccccc21)c1ccccn1` (configuration not stated) under EPAC2 antag: -5%

Later entries.
Abbreviations: A = Nrf2 block; B = HepG2 tox; C = MCF10A rereplic; D = S2 tox; E = TGFb SMAD3 inh; F = Nrf2 activator; G = ATXN2 expr inh; H = A549 viability; I = EPAC2 antag
Cc1cccc(N2CCN(CC(=O)Nc3nccs3)CC2)c1C
  A = 16µM*; B = -9%; C = ?; D = i; E = -11%; F = -0.2%; G = -10%; H = -23%; I = -3%

CCn1c(=O)c2cc(C(=O)Nc3cc(OC)c(OC)c(OC)c3)sc2c2ccccc21
  A = ?; B = -40%; C = /; D = i; E = -10%; F = -1.0%; G = 0%; H = 0%; I = /

Cc1ccc(S(=O)(=O)N(CC#N)CC#N)cc1
  A = 7%; B = -22%; C = 0%; D = i; E = -8%; F = -0.8%; G = -17%[11.3 µM]; H = -6%; I = 12%

Cc1cc(NC(=O)CCC(=O)N(CC(=O)NCC2CCCO2)c2ccc(C)c(C)c2)no1 (configuration not stated)
  A = 3%; B = 7%; C = 2%; D = i; E = ?; F = 0.0%; G = 15%; H = 1%; I = 21%

CCOC(=O)C1=C(CNCc2ccc(F)cc2)NC(=O)NC1c1cccc([N+](=O)[O-])c1 (configuration not stated)
  A = 6%; B = 1%; C = 2%; D = ?; E = ?; F = 2.7%; G = ?; H = -4%; I = -15%

O=C(Nc1cccc(S(=O)(=O)N2CCOCC2)c1)c1ccc(Cl)c([N+](=O)[O-])c1
  A = 24%; B = -9%; C = 9.2µM*; D = i; E = -26%; F = ?; G = -38%; H = 0%; I = 4%

C[C@@H](C(=O)NCCc1ccccc1F)N1C(=O)N2CCc3c([nH]c4ccccc34)[C@@]2(C)C1=O
  A = ?; B = -29%; C = 4%; D = ?; E = ?; F = 4.1%; G = -7%; H = -8%; I = -30%

COC(=O)c1cccnc1NC(=S)NNC(=O)c1ccccc1
  A = 5%; B = -3%; C = 27%; D = i; E = 12%; F = 13%; G = 1%; H = 0%; I = -3%

O=C1CCN(Cc2ccccc2)CCN1[C@H](CSc1ccccc1)c1ccccc1
  A = -3%; B = 3%; C = 0%; D = i; E = 5%; F = 1.1%; G = 4%; H = -3%; I = -8%

COc1ccc2c(c1OC)C(=O)N(c1ccc(OCc3ccccc3)cc1)C2=O
  A = ?; B = -3%; C = 1%; D = i; E = 0%; F = -1.4%; G = 7%; H = 6%; I = 1%

CC(=O)c1ccc(NC(=O)c2cnn3c(C(F)F)cc(C4CC4)nc23)cc1
  A = 19%; B = 1%; C = 1%; D = i; E = 0%; F = -0.4%; G = 1%; H = -2%; I = -5%

COC(=O)C1=C(C)N(C)C(C)=C(C(=O)OC)C1c1ccccc1C
  A = 2%; B = 9%; C = -1%; D = i; E = 1%; F = -0.4%; G = 12%; H = -2%; I = -5%

CCCNC(=O)CSc1n[nH]c(=O)n1CCc1ccccc1
  A = 4%; B = 5%; C = -5%; D = i; E = -1%; F = -0.3%; G = 10%; H = -2%; I = -1%

O=C(c1ccccc1)n1c(=O)cc[nH]c1=O
  A = -1%; B = -5%; C = 28%; D = i; E = 0%; F = -0.6%; G = 5%; H = 1%; I = 8%

NC(=O)C1CCN(C(=O)C2CCN(S(=O)(=O)c3ccccc3)CC2)CC1
  A = 9%; B = -13%; C = ?; D = i; E = -19%; F = 0.0%; G = -17%; H = 1%; I = 10%

CCOC(=O)c1ccc(NC(=O)Cn2c(=O)cc(C)c3c(C)nn(-c4ccc(CC)cc4)c32)cc1
  A = -15%; B = -9%; C = /; D = i; E = -1%; F = 0.9%; G = 8%; H = 0%; I = /

O=C(COc1ccc(Cl)cc1Cl)NC(=S)Nc1ccc(CN2CCOCC2)cc1
  A = -9%; B = 6%; C = -5%; D = i; E = 0%; F = -0.5%; G = -8%; H = 0%; I = -1%

COc1ccc(/C=C/C(=O)Nc2ccccc2C(F)(F)F)cc1OC
  A = 2%; B = 3%; C = -1%; D = ?; E = -1%; F = -0.5%; G = 3%; H = 3%; I = 18%

c1ccc(CCNCCOc2ccccc2)cc1
  A = 3%; B = 11%; C = 1%; D = i; E = -1%; F = 0.2%; G = -20%; H = 3%; I = 2%

An excerpt; the hit share may differ from the screen's.
